Screens (PubChem)
ERAP1 HTS inh: inhibitors of human ERAP1 aminopeptidase; Q9NZ08; 0.15% of 340,000 active; inhibition, % at 10.7 µM; recombinant ERAP1, Leu-AMC fluorescence, 60 min;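 active = mean replicate inhibition of at least 30%, or all replicates individually reaching that 30% level; inactive = mean below 30% and not every replicate reaching it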;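 note: 0% = neutral control wells and 100% = L-leucinethiol positive control wells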
CFTR F508del cor: correctors of CFTR F508del function in bronchial epithelial cells; CFBE cells, YFP halide quenching; stimulated with forskolin plus potentiator P3; % fluorescence drop versus neutral controls; activity (quench increase), % at 7.58 µM; 0.36% of 350,000 active; AID 720511;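 active = mean added fluorescence quench of at least 8% versus neutral control, with both replicates also reaching 8%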;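 note: cells transiently co-express mutant CFTR-F508del with the halide-sensitive YFP; corrector assay measuring rescue of mutant channel to the surface after 24 h compound exposure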
Xi reactivation: activators of X-chromosome reactivation in mouse fibroblasts | XiGFP mouse fibroblasts, % GFP-positive cells imaging, 3 d; cells co-treated with 5-aza-dC sensitizer; scaled so ellipticine positive control = 100% | activation, % at 7.58 µM | 0.055% of 360,000 active | AID 743238;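 active = mean normalized replicate activation at least 10% and every replicate at or above 10%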;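 note: 0% = median of on-plate neutral control wells and 100% = ellipticine 6 µM median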
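Assay system: SV40-immortalized XiGFP fibroblast cells, line 68-5-11; buffer or medium: DMEM plus 5-aza-dC sensitizer; compound: one concentration, pinned; timing: compounds 3 days, fix/stain 15 min at room temperature; benchmarks: positive control ellipticine, 6 µM final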
RAD54 inh: RAD54 (human) branch migration inhibition | Q92698 | RAD54 Holliday junction branch migration, FAM/BHQ fluorescence | inhibition, % at 10.4 µM | 0.14% of 360,000 active;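 active = mean normalized replicate activity at least 40 and at least half of replicates scoring 40 or more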;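 note: 0% = median of neutral control wells and 100% = median of positive control wells; inhibitors cause a drop in the FAM fluorescence signal; in these data hits start at about 50%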
Target sequence (Q92698 whole entry, looked up): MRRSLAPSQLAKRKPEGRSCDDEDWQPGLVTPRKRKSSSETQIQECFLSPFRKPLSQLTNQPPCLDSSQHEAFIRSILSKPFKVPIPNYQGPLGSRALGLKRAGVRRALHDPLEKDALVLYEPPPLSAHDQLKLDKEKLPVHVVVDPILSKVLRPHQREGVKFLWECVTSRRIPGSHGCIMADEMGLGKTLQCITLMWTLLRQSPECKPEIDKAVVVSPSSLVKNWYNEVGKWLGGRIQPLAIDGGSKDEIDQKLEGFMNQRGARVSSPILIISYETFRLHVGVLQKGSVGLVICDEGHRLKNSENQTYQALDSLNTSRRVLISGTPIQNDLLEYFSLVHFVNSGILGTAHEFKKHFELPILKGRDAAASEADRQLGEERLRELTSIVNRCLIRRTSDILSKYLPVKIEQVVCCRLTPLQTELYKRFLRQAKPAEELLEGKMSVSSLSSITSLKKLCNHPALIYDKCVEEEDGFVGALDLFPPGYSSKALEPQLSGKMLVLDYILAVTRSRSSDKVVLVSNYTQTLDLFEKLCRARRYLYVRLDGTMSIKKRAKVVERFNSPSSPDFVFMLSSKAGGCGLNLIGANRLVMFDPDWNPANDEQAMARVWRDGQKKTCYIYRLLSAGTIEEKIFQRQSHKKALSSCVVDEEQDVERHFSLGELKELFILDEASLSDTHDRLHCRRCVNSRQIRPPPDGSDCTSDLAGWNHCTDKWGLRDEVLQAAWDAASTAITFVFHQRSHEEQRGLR
ARNT TACC3 PPI: disrupts binding between human ARNT and TACC3; Q9Y6A5; AlphaScreen His-ARNT PAS-B/GST-TACC3 binding, luminescence; TACC3 fragment carries E629A point mutation; inhibition, % at 9.99 µM; 0.66% of 390,000 active; AID 623870;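 active = mean inhibition of replicates at least 50% and at least half of replicates each reaching 50%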;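 note: 0% = complete ARNT plus TACC3 wells and 100% = ARNT alone without TACC3; many hits fall short of the cut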
RAD52 inh: inhibitors of human RAD52 DNA annealing | P43351 | recombinant RAD52 DNA annealing, FRET fluorescence | inhibition, % at 18.7 µM | 0.46% of 360,000 active | AID 651710;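 active = every replicate showing at least 50% inhibition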
esBAF inh: inhibitors of esBAF chromatin remodeling in mouse ES cells. AID 602393. Bmi1-luciferase knock-in reporter, 24 h; 100% = twice the neutral-well signal. reporter increase, % at 12.5 µM. 2% of 350,000 active; in the data active = activation above about 40%;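 note: 0% = median of the plate's neutral control wells and 100% = double that signal; a rise in the Bmi1 reporter signal indicates esBAF inhibition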
GSIS activator: GLuc luminescence reporter in INS-1E cells, primary screen for activators of glucose-dependent secretion of insulin; 0.61% of 370,000 active; AID 743287; activation, % at 16.6 µM; INS-1E GLuc reporter insulin secretion, 2-3 h;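 active = lowest replicate activation of at least 40%, so every replicate reaches that level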;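 note: 0% = median of neutral control wells and 100% = median of IBMX positive control wells; some compounds called inactive have numbers as strong as hits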
* hit, by the source's call.

O=C(NCCCN1CCN(c2ccccc2F)CC1)Nc1ccccc1[N+](=O)[O-] was read as ERAP1 HTS inh -2, CFTR F508del cor -2.4, Xi reactivation -0.1, RAD54 inh -3, ARNT TACC3 PPI 14 and RAD52 inh -18.
`O=C1C=C(c2cc(C(F)(F)F)cc(C(F)(F)F)c2)C[C@@H](c2ccc3c(c2)OCO3)C1` gave ERAP1 HTS inh 0, CFTR F508del cor 2.1, Xi reactivation 0.0, RAD54 inh 0, ARNT TACC3 PPI -1, RAD52 inh -11, esBAF inh -9 and GSIS activator 3.
O=C(NC1CCS(=O)(=O)C1)/C(=C\c1ccc(F)cc1)NC(=O)c1ccccc1 (stereo not given) was read as ERAP1 HTS inh 7, CFTR F508del cor -0.3, Xi reactivation 0.0, ARNT TACC3 PPI 1, RAD52 inh -6 and GSIS activator 3.
Screening CCOC(=O)c1ccc(NC(=O)c2cnccn2)cc1 returned RAD54 inh -5, ARNT TACC3 PPI 2, esBAF inh -11 and GSIS activator 18.
For COc1ccc(/C=C(/NC(=O)/C=C/c2ccccc2)C(=O)NCCCCCC(=O)O)cc1 the results were ERAP1 HTS inh -9, CFTR F508del cor 0.3, Xi reactivation 0.1, RAD54 inh 11, ARNT TACC3 PPI -4, RAD52 inh -3 and GSIS activator -2.
CCN(CC)C(=O)CSC1=N/C(=C/c2ccco2)C(=O)N1c1ccc(OC)c(Cl)c1 was read as ERAP1 HTS inh 0, CFTR F508del cor -0.9, Xi reactivation 0.4, RAD54 inh -5, ARNT TACC3 PPI 2, RAD52 inh -18 and GSIS activator -8.
Screening Cc1cccnc1CNC(=O)C1CCC(=O)N(CCc2cccc(F)c2)C1 (stereo not given) returned ERAP1 HTS inh 0, CFTR F508del cor 2.0, Xi reactivation 0.0, RAD54 inh -14, ARNT TACC3 PPI 4, RAD52 inh -2, esBAF inh 9 and GSIS activator 27.
For COc1ccccc1C1CC(=O)Oc2cc(C)c(Cl)c(C)c21 (stereo not given) the results were CFTR F508del cor -1.7, Xi reactivation -0.1, RAD54 inh 1, ARNT TACC3 PPI -4, RAD52 inh 5, esBAF inh 2 and GSIS activator 8.
Screening O=C(Cc1cccnc1)N1CC(=O)N2[C@@H](CO)[C@H](c3ccc(C4=CCCCC4)cc3)[C@@H]2C1 returned ERAP1 HTS inh 2, CFTR F508del cor 1.1, Xi reactivation 0.0, RAD52 inh 8 and GSIS activator 4.
COc1ccc(N(C(C)C(=O)N2CCCC2)S(C)(=O)=O)cc1 (stereo not given) was read as ERAP1 HTS inh -1, CFTR F508del cor -0.1, Xi reactivation 0.0, RAD54 inh -5, ARNT TACC3 PPI -2, RAD52 inh -15, esBAF inh 0 and GSIS activator 6.
For N[C@@H](Cc1ccccc1)C(=O)N1CCC(C(=O)NCC(=O)NCC(=O)O)CC1 the results were ERAP1 HTS inh -3, CFTR F508del cor 2.7, Xi reactivation 0.2, RAD54 inh -10, ARNT TACC3 PPI -6, RAD52 inh -8, esBAF inh -2 and GSIS activator 5.
`COCCNC(=O)C1(C)CCCN(Cc2cc(-c3ccccc3)on2)C1` (stereo not given) gave ERAP1 HTS inh 2, CFTR F508del cor 0.5, Xi reactivation 0.1, RAD54 inh 6, RAD52 inh 0, esBAF inh -1 and GSIS activator 1.
Screening COc1ccc(N2CCN(C(=O)Cn3cncn3)CC2)cc1 returned ERAP1 HTS inh -6, CFTR F508del cor 0.5, Xi reactivation 0.0, RAD54 inh 3, ARNT TACC3 PPI 0, RAD52 inh -15, esBAF inh -3 and GSIS activator -1.
COc1cccc(-c2ccc3c(c2)[C@@H]2[C@@H](CCN2C(=O)C2CCOCC2)[C@H](CO)N3)c1 was read as ERAP1 HTS inh 0, CFTR F508del cor 1.9, Xi reactivation 0.0, RAD54 inh -8, ARNT TACC3 PPI 8, RAD52 inh 5, esBAF inh 3 and GSIS activator 14.
For COC(=O)N/N=C/c1ccc(-c2ccc(Cl)cc2Cl)o1 the results were ERAP1 HTS inh 3, CFTR F508del cor 1.5, Xi reactivation 0.0, RAD54 inh 4, ARNT TACC3 PPI -2, RAD52 inh -10 and GSIS activator -7.
CCCCn1c(N)c(N(CCOC)C(=O)COC(=O)/C=C/c2ccc(Br)cc2)c(=O)[nH]c1=O was read as ERAP1 HTS inh 3, CFTR F508del cor 0.2, Xi reactivation 0.0, RAD54 inh 5, ARNT TACC3 PPI -2, RAD52 inh -4, esBAF inh 1 and GSIS activator -6.
For CC(C)C#Cc1ccc([C@H]2[C@@H](CO)N3C(=O)CN(C(=O)c4ccc5c(c4)OCO5)C[C@H]23)cc1 the results were CFTR F508del cor 2.0, Xi reactivation 0.0, RAD52 inh 1 and GSIS activator -14.
O=C(C[C@H]1C[C@@H]2c3cc(NC(=O)CC4CC4)ccc3O[C@@H]2[C@@H](CO)O1)NCCc1ccccc1 was read as ERAP1 HTS inh 1, CFTR F508del cor 1.6, Xi reactivation 0.2, RAD54 inh -11, ARNT TACC3 PPI -3, RAD52 inh 6, esBAF inh 3 and GSIS activator -16.
For O=C(COc1ccc(S(=O)(=O)N2CCOCC2)cc1)NCC1CCCO1 (stereo not given) the results were ERAP1 HTS inh 2, CFTR F508del cor -0.8, Xi reactivation 0.0, RAD54 inh 7, ARNT TACC3 PPI 0, RAD52 inh -5, esBAF inh 4 and GSIS activator 11.
`C[C@H]1CN([C@@H](C)CO)C(=O)c2cccc(NS(=O)(=O)c3ccc(F)cc3)c2O[C@@H]1CN(C)Cc1ccncc1` gave ERAP1 HTS inh -1, CFTR F508del cor -2.5, Xi reactivation 0.0, RAD54 inh -13, ARNT TACC3 PPI -7, RAD52 inh -10, esBAF inh -5 and GSIS activator 3.
For Cc1c(C(=O)N/N=C/c2ccc(Cl)cc2)[nH]c2ccc(Cl)cc12 the results were ERAP1 HTS inh 2, CFTR F508del cor 2.8, Xi reactivation 0.2, ARNT TACC3 PPI 2, RAD52 inh -8 and GSIS activator -8.
`CN(C)c1ccnc(Oc2ccc(Cl)cc2)c1C#N` gave ERAP1 HTS inh -1, CFTR F508del cor -4.5, RAD54 inh 5, ARNT TACC3 PPI -5, RAD52 inh -3, esBAF inh 28 and GSIS activator 6.
For CCCCCCCCCCC(C(=O)O)C1(C(=O)O)CCC(=O)O1 (stereo not given) the results were ERAP1 HTS inh 38*, CFTR F508del cor 1.6, RAD54 inh -3, RAD52 inh -17 and esBAF inh 3.
For COc1ccc(-c2csc3ncnc(N4CCN(S(=O)(=O)c5cccc(Br)c5)CC4)c23)cc1 the results were ERAP1 HTS inh 0, CFTR F508del cor -5.3, Xi reactivation 0.0, RAD54 inh 2, ARNT TACC3 PPI 0, RAD52 inh -30, esBAF inh 5 and GSIS activator -8.
Cc1cc(C)cc(Oc2ccccc2/C=N\O)c1 was read as RAD54 inh -3, ARNT TACC3 PPI 0, esBAF inh 4 and GSIS activator 18.
Screening CCOc1ccc(NC(=O)C2C3CC/C=C\CCC32)cc1 (stereo not given) returned CFTR F508del cor 2.1, Xi reactivation 0.0, ARNT TACC3 PPI 0, RAD52 inh -17 and GSIS activator -6.
`CCC1(c2ccccc2)NC(=O)N(Cc2ccc(C(=O)OC)cc2)C1=O` (stereo not given) gave ERAP1 HTS inh -2, CFTR F508del cor -0.5, Xi reactivation 0.1, ARNT TACC3 PPI -7, RAD52 inh -19 and GSIS activator 14.
`Cc1onc(-c2c(F)cccc2Cl)c1C(=O)NCc1ccc2c(c1)OCO2` gave ERAP1 HTS inh -1, CFTR F508del cor 1.7, Xi reactivation 0.0, RAD54 inh -7, ARNT TACC3 PPI -4, RAD52 inh -1, esBAF inh -1 and GSIS activator -10.
Screening CN(C)S(=O)(=O)c1ccc(C(=O)OC2CCOC2=O)cc1 (stereo not given) returned ERAP1 HTS inh -1, CFTR F508del cor 1.8, Xi reactivation 0.3, RAD54 inh 5, ARNT TACC3 PPI -6, RAD52 inh -8, esBAF inh -8 and GSIS activator 2.
`Cc1ccc(S(=O)(=O)CCC(=O)OCC(=O)NCCc2ccc(S(N)(=O)=O)cc2)cc1` gave ERAP1 HTS inh 0, CFTR F508del cor 5.9, Xi reactivation -0.1, RAD54 inh -6, ARNT TACC3 PPI -1, RAD52 inh -6, esBAF inh -6 and GSIS activator 21.
Screening C[C@H]1CN([C@@H](C)CO)S(=O)(=O)c2ccc(C#CC(C)(C)O)cc2O[C@H]1CN(C)C(=O)C1CCCCC1 returned ERAP1 HTS inh 0, CFTR F508del cor 1.3, Xi reactivation -0.1, RAD54 inh 1, ARNT TACC3 PPI 0, RAD52 inh -3, esBAF inh -3 and GSIS activator -7.
`CC(=O)Nc1ccc(S(=O)(=O)N(C)c2ccc(OCC(=O)OCC(=O)Nc3ccc(OC(F)F)cc3)cc2)cc1` gave CFTR F508del cor -0.3, Xi reactivation -0.2, ARNT TACC3 PPI -7, RAD52 inh -8, esBAF inh 2 and GSIS activator -12.
Cn1nnnc1SCc1nc2ccccc2[nH]1 was read as RAD54 inh 7, ARNT TACC3 PPI -6, esBAF inh 22 and GSIS activator 23.
C[C@H](CO)N1C[C@H](C)[C@H](CN(C)S(=O)(=O)c2ccc(Cl)cc2)OCCCC[C@H](C)Oc2ccc(NC(=O)CCCN(C)C)cc2C1=O was read as ERAP1 HTS inh 0, CFTR F508del cor 0.8, Xi reactivation 0.1, RAD54 inh 5, ARNT TACC3 PPI 7, RAD52 inh 42, esBAF inh 0 and GSIS activator 1.
For C/C(=N\NC(=O)CNC(=O)C(c1ccccc1)c1ccccc1)c1ccccc1 the results were Xi reactivation 0.1, RAD54 inh 0, ARNT TACC3 PPI -1 and GSIS activator -13.
Screening C[C@H](CO)N1C[C@H](C)[C@H](CN(C)S(=O)(=O)c2ccc(Cl)cc2)Oc2ccc(NC(=O)Cn3cnnn3)cc2CC1=O returned ERAP1 HTS inh 2, CFTR F508del cor 1.8, Xi reactivation 0.2, RAD54 inh -10, ARNT TACC3 PPI -3, RAD52 inh -9, esBAF inh 1 and GSIS activator -7.
`CO[C@@H]1CN(C)C(=O)c2cc(NC(=O)c3cc(C)on3)ccc2OC[C@H](C)N(C)C[C@H]1C` gave ERAP1 HTS inh -2, CFTR F508del cor 2.7, Xi reactivation 0.0, RAD54 inh 1, ARNT TACC3 PPI -8, RAD52 inh 8, esBAF inh 2 and GSIS activator 6.
For COC(=O)C1CC(c2ccc(Cl)cc2)=NO1 (stereo not given) the results were ERAP1 HTS inh -5, CFTR F508del cor 1.1, Xi reactivation 0.3, RAD52 inh 1 and GSIS activator -7.
For CN(C)C(=O)c1ccc(-c2ccc3c(c2)[C@@H]2[C@@H](CCN2C(=O)C2CCCC2)[C@@H](CO)N3C)cc1 the results were ERAP1 HTS inh 2, CFTR F508del cor -0.1, Xi reactivation 0.1, RAD52 inh 15 and GSIS activator 1.
CCCCCC(=O)NC(Cc1ccc(OC)c([N+](=O)[O-])c1)C(=O)O (stereo not given) was read as ERAP1 HTS inh -3, CFTR F508del cor -1.7, Xi reactivation 0.0, RAD52 inh -17 and GSIS activator -3.
Screening CCCCN(C)C(=O)c1ccc2c(c1)N(CC)C(=O)c1ccccc1S2=O (stereo not given) returned ERAP1 HTS inh -2, CFTR F508del cor -2.9, Xi reactivation 0.3, RAD54 inh -16, ARNT TACC3 PPI -4, RAD52 inh -14, esBAF inh -7 and GSIS activator 14.
O=C(CN1CCN(S(=O)(=O)c2ccc3c(c2)OCCCO3)CC1)N1CCc2ccccc21 was read as ERAP1 HTS inh 2, CFTR F508del cor -1.1, Xi reactivation 0.0, RAD54 inh -5, RAD52 inh -12, esBAF inh -1 and GSIS activator 0.
